# Screens as filed in PubChem.
# aSyn yeast rescue: inhibitors of alpha-synuclein toxicity in yeast; actives 0.02% (n = 94,000); AID 1347070; S. cerevisiae alpha-synuclein toxicity rescue, BacTiter-Glo growth, 24 h; Potency, µM (titrated, usually from 46.1 µM), for inactives: at the highest dose growth rescue (activation), actives largely listed as activators; active = well fitted activation curve with a large enough effect; inconclusive = small, poorly fitted or top-dose-only effect; note: 0% is about no effect
#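 Growth restoration measured by BacTiter-Glo luminescence after 24 hr at 30 deg C; alpha-synuclein yeast, raffinose-pregrown to mid-log, were added at OD600=0.02 in galactose medium onto pinned compounds.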
# Numbers without * were called inactive; ? = inconclusive. Potency is the fitted concentration of half-maximal effect. A portion of the library (hit frequency here may not be typical).
SMILES,aSyn yeast rescue
COc1ccc(CC(=O)N2CCc3cc(OC)c(OC)cc3C2COc2ccc(F)cc2)cc1OC (stereo unspecified),9%
CNC(=O)c1ccc2snnc2c1,-8%
CC(C)(C)c1ccc(S(=O)(=O)NCc2ccc3c(c2)CCN3C(=O)c2ccccc2)cc1,1%
CC(C)(C)c1ccc(-c2nc(SCCOc3ccc(Cl)cc3)n3[nH]c(=O)cc3n2)cc1,-1%
Cc1ccc(NC(=O)NCc2cccn2Cc2ccccc2)c(C)c1,-2%
Cn1c(=O)n(C)c2cc(NS(=O)(=O)c3ccc(F)cc3)c(NCc3ccccc3)cc21,-2%
CCOC(=O)c1c(C)oc2ccc(N(C(=O)Oc3ccccc3)S(=O)(=O)c3ccccc3)cc12,1%
Cc1cccc(NC(=O)NNC(=O)c2cc3ccccc3cc2O)c1C,1%
Nc1nc2ccc([N+](=O)[O-])cc2[nH]1,-1%
CCOC(=O)C1=C(C)NC(=O)NC1c1cn(-c2ccccc2)nc1-c1ccc(OC(C)C)cc1 (stereo unspecified),9%
CCOC(=O)c1cccc(NC(=O)C(Cc2ccccc2)NS(=O)(=O)c2cccc3nsnc23)c1 (stereo unspecified),20%
COC(=O)/C=C1\SC(=Nc2ccc(Cl)c(Cl)c2)NC1=O,10%
CCOC(=O)c1[nH]c2c(c1Cc1ccccc1)C(=O)CC(c1ccccc1)C2 (stereo unspecified),6%
Cc1ccnc(N2C(=O)c3ccccc3C2Nc2ccccc2Cl)c1 (stereo unspecified),0%
COc1ccc(C)cc1NC(=O)Cn1c(=O)oc2ccccc21,0%
O=C(NCC(c1cccnc1)N1CCN(c2ccccc2F)CC1)C(=O)Nc1ccc(F)cc1F (stereo unspecified),2%
C[n+]1ccc(C(=O)NCCC[N+](C)(C)C)cc1/C=N/O,-5%
CC(Oc1ccc(Cl)cc1Cl)c1ccn[nH]1 (stereo unspecified),4%
Cc1ccc(/C([O-])=C(/C(=S)NCc2ccc3c(c2)OCO3)[n+]2ccc(N(C)C)cc2)c(C)c1,6%
COc1ccccc1NC(=O)c1cccc(S(=O)(=O)N2CCN(Cc3ccccc3)CC2)c1,-4%
CCCCCCCNC(=O)c1cc(-c2ccncc2)nc2ccccc12,5%
Cc1cccc(CNC(=O)C2CCN(c3nc4ccc(Cl)cc4[nH]3)CC2)c1,-8%
CCOc1ccc(CCNC(=O)CCCn2nc(C)c3sc4ccccc4c3c2=O)cc1,-2%
Cc1cc(Br)ccc1NC(=O)C1CCN(S(=O)(=O)c2cccc3nsnc23)CC1,-7%
COc1cc(Nc2nc(SCc3ccccc3Cl)nc3ccccc23)cc(OC)c1,6%
Cc1ccc(C)c(Cn2c(=O)n(Cc3ccco3)c(=O)c3oc4ccccc4c32)c1,-13%
CCOc1cc(N2CCOCC2)c(OCC)cc1NC(=O)COC(=O)/C=C/c1ccc(OC(F)F)cc1,3%
C[C@H](CO)N1C[C@H](C)[C@@H](CN(C)Cc2ccncc2)OCc2cnnn2CCCC1=O,4%
Cc1nnc(N2CCC(C(=O)NCc3ccc(N(C)C)cc3)CC2)c2nn(-c3ccccc3)c(C)c12,-17%
COC(=O)c1ccccc1NC(=O)c1cc(-c2ccc(Cl)cc2)on1,-10%
Cc1ccc(-n2c(=O)[nH]c3sc4c(c3c2=O)CCCC4)cc1,-2%
Cc1ccc(NC(=O)COC(=O)CNC(=O)c2cccc([N+](=O)[O-])c2)cc1S(=O)(=O)N1CCCCCC1,-10%
Cc1cccc(OCC(=O)NCCNC(=O)c2ccccn2)c1,6%
COC(=O)c1cc(S(=O)(=O)N2CCN(c3cc(Cl)ccc3C)CC2)c[nH]1,?
CCc1nn(CC(=O)N2CCN(c3cccc(C)c3)C(C)C2)c(=O)c2cc3sccc3n12 (stereo unspecified),4%
CCn1cc2nc(SCc3cccc(C(F)(F)F)c3)n(CCc3ccccc3)c(=O)c2n1,1%
COc1ccc(-c2ccc3ccccc3n2)cc1OC,2%
O=C(COC(=O)Cc1ccccc1F)NCc1ccccc1Cl,11%
COc1cccc(C(=O)Nc2nc3nc(C)c(Cc4ccccc4)c(=O)n3[nH]2)c1,-13%
COC(=O)c1c(NC(=O)CCCOc2ccccc2)sc2c1CCC(C)C2 (stereo unspecified),-4%
CC(C)CCN1CC(=O)N2Cc3[nH]c4ccccc4c3C[C@H]2C1=O,10%
COC(=O)c1cnc(Oc2ccc(NC(=O)NC(=O)c3c(F)cccc3Cl)cc2)cc1C(F)(F)F,0%
CCCCNC(=O)CNC(=S)N(Cc1ccccc1)Cc1cccnc1,-4%
CCOc1ccc(NC(=O)CSc2nc(=O)n(CCCN3CCOCC3)c3c2CCC3)cc1,-6%
Cc1cccc(Cn2c(=O)n(CC3CCC(C(=O)N4CCC(C)CC4)CC3)c(=O)c3sccc32)c1 (stereo unspecified),10%
Cc1cc2ccccc2n1CCNC(=O)C(C)(C)C,-4%
Nc1nc(SCC(=O)Nc2ccccc2)[nH]c(=O)c1NC(=O)c1cccs1,4%
Cc1cc(-c2csc3ncnc(N4CCN(C)CC4)c23)cc(C)c1C,4%
COc1cccc(-n2c(Cc3cc(=O)[nH]c(=O)[nH]3)nnc2SCC(=O)NC2CCCC2)c1,3%
Cn1cc(S(=O)(=O)CC(=O)N2CCc3ccccc32)c2ccccc21,0%
Cc1ccc(N(C)S(=O)(=O)c2ccc(-c3coc(C)n3)cc2)cc1,7%
Cc1ccc(/C=C/c2onc(C)c2S(=O)(=O)N2CCC(C(=O)N3CCN(c4cccc(C)c4)C(C)C3)CC2)cc1 (stereo unspecified),17%
Cc1ccc(NC(=O)c2cc(S(=O)(=O)N3CCCC3)cn2C)cc1,-6%
COc1cccc(CNC(=O)c2sc3nc4n(c(=O)c3c2C)CCC4)c1,-7%
CN(Cc1ncc[nH]1)C(=O)CC1C(=O)NCCN1Cc1c(F)cccc1Cl (stereo unspecified),2%
O=C1COc2ccc(C(=O)COC(=O)Cc3ccsc3)cc2N1,2%
CC(C)NC(=O)NC(=O)COC(=O)/C=C/c1ccccc1[N+](=O)[O-],3%
COc1ccc2cc(C(=O)Nc3ccc(Cl)cc3)sc(=O)c2c1OC,0%
c1ccc2[nH]c(SCc3cn4cccnc4n3)nc2c1,13%
CCOC(=O)c1ccc(NC(=O)C2CCCN(c3ncnc4onc(C)c34)C2)cc1 (stereo unspecified),6%
# More results follow.
SMILES,aSyn yeast rescue
Cc1ccccc1Cn1c(=O)n(CCc2ccccc2)c(=O)c2sc3ccccc3c21,-14%
CC1CC2CCCC(O)=C2C(=O)O1 (stereo unspecified),-8%
Cc1cccc(S(=O)(=O)c2cn(Cc3ccccc3)c3cc(N4CCCC(C)C4)c(F)cc3c2=O)c1 (stereo unspecified),4%
COc1ccccc1NC(=O)Nc1nc(CC(=O)N2CCN(c3ccccc3)CC2)cs1,6%
CCCCCCn1c(=O)n2n(c1=O)[C@@H]1CN(S(=O)(=O)c3ccc(C)cc3)C[C@]1(O)[C@@H](OC(=O)NCc1ccco1)C2,1%
Cc1ccc2c(c1)-c1ncc(C(=O)c3ccccc3O)cc1CO2,-7%
Cc1c(CNCCCc2ccccc2)c(C(=O)O)c(C)n1Cc1ccc(Cl)cc1,8%
O=C(NCc1cccnc1)c1cc(-c2cccs2)on1,-2%
CN(C(=S)NC(=O)C1CCCC1)c1ccccc1,-6%
Cc1ccc2c(c1)c1c(c(=O)n(-c3ccccc3)c(=O)n1CC(=O)c1ccc(Cl)cc1)n2C,-9%
CC(C)CC(=O)Nc1ccc2nc(SCC(=O)N3CCc4ccccc43)sc2c1,-4%
COC(=O)c1ccc(CSc2ccccc2NC(=S)Nc2cccc(SC)c2)o1,3%
C#CCN(C[C@H]1[C@H](OC(=O)NCC2CCCCC2)[C@H](OC(=O)NCC2CCCCC2)C[C@H]2C(=O)N(c3ccccc3)C(=O)[C@@H]12)S(=O)(=O)c1ccc(C)cc1,2%
COc1ccc(C2(CNC(=O)C(=O)Nc3ccc(F)cc3)CCCC2)cc1OC,0%
Cn1nc(C(F)(F)F)cc1C(=O)O,-3%
COc1cc(C(=O)N2CCN(C(=O)COc3cccc(C)c3)CC2)cc(OC)c1OC,-3%
COc1ccc2c(c1)S(=O)(=O)c1ccccc1N2,10%
CCOc1ccc(N(C(=O)c2ccc(C)cc2)S(=O)(=O)c2ccc3c(c2)n(C)c(=O)n3C)cc1,-1%
Cc1cccc(C(=O)Nc2ccccc2OCc2cc(=O)n3cc(C)ccc3n2)c1,1%
COc1ccc(S(=O)(=O)N(CCc2ccccc2)CC(N)=O)cc1,-4%

# Quoted from the listing.
# Value for Cc1ccc2c(c1)-c1ncc(C(=O)c3ccccc3O)cc1CO2 under aSyn yeast rescue: -7%
# Value for Cc1cccc(CNC(=O)C2CCN(c3nc4ccc(Cl)cc4[nH]3)CC2)c1 under aSyn yeast rescue: -8%

# Remaining list, next part.
SMILES,aSyn yeast rescue
C[C@H](CO)N1C[C@H](C)[C@@H](CN(C)Cc2cccc3c2OCCCO3)OCc2cnnn2CCCC1=O,-8%
COc1cccc(C2/C(=C(/O)c3ccccc3)C(=O)C(=O)N2Cc2ccco2)c1 (stereo unspecified),6%
CN(CC(=O)Nc1ccc(Cl)c(C(F)(F)F)c1)C(=O)Cc1ccsc1,3%
CCOc1ccc(-n2c(SCC(=O)Nc3ccc4c(c3)OCCO4)nc3c([nH]c4ccccc43)c2=O)cc1,-6%
CCOC(=O)N/N=C(\C)c1ccc(-n2cnnn2)cc1,-2%
CCOC(=O)CSc1nc(=O)n2cc(C)ccc2n1,-4%
COc1ccc(N2CCN(C(=O)c3ccccc3)CC2)c([N+](=O)[O-])c1,-2%
CCOc1ccc(NC(=O)C(=O)NCCc2csc(-c3ccc(F)cc3)n2)cc1,-12%
CN(CCOc1ccccc1)CC(=O)Nc1cccc(Br)c1,-8%
Cc1cccc(CSc2nc3cccnc3n2Cc2ccc(C(=O)NCc3cccs3)cc2)c1,0%
O=C(Nc1ccc(C(=O)N2CCN(c3cccc(Cl)c3)CC2)cc1)c1nsc2ccccc12,5%
CC12CCC(C(=O)NCc3ccccc3Cl)(CC1=O)C2(C)C (stereo unspecified),14%
CCOc1ccc(NC(=O)C/C(C)=N/NC(=O)Cc2cccs2)cc1,5%
COc1ccc(-c2cc(C(=O)Oc3ccc(Cl)cc3)c3ccccc3n2)cc1,-7%
COc1ccc(N2CCN(C(=O)c3cn(C)c4ccc(S(=O)(=O)N(C)C5CCCCC5)cc4c3=O)CC2)cc1,4%
O=C(Nc1nccs1)C1CC(=O)N(CCc2ccc(F)cc2)C1 (stereo unspecified),3%
Cc1cc(O)c(C(c2cccc(F)c2)N2CCN(c3ccccc3)CC2)c(=O)n1Cc1ccco1 (stereo unspecified),6%
Cc1ccc(-n2c3nc(=O)n(C)c(=O)c-3cc3ccccc32)cc1,2%
COc1ccc(CCNC(=O)c2ccc3c(c2)c(C)c(C)n3Cc2ccc(F)cc2)c(OC)c1OC,-6%
Cc1ccc2c(c1)C(c1ccc(F)cc1)N(C(=O)c1ccccc1Br)CC(=O)N2 (stereo unspecified),4%

# Retrieved by structure from above (5):
SMILES,aSyn yeast rescue
CCOC(=O)N/N=C(\C)c1ccc(-n2cnnn2)cc1,-2%
COc1ccc(CCNC(=O)c2ccc3c(c2)c(C)c(C)n3Cc2ccc(F)cc2)c(OC)c1OC,-6%
CN(CC(=O)Nc1ccc(Cl)c(C(F)(F)F)c1)C(=O)Cc1ccsc1,3%
Cc1cccc(CSc2nc3cccnc3n2Cc2ccc(C(=O)NCc3cccs3)cc2)c1,0%
CCOc1ccc(NC(=O)C(=O)NCCc2csc(-c3ccc(F)cc3)n2)cc1,-12%

# Other results follow:
SMILES,aSyn yeast rescue
CCN1CCN(Cc2ccc(NC(=O)c3cc(NC(=O)c4cc(C)on4)cc(OC)c3)cc2C(F)(F)F)CC1,1%
O=C(COC(=O)c1cc(=O)[nH]c2ccccc12)Nc1nc(-c2ccccc2)cs1,0%
O=C(COC(=O)/C=C/c1ccc(S(=O)(=O)N2CCOCC2)cc1)NCc1ccc2c(c1)OCO2,-6%
CSc1ccccc1NC(=S)N/N=C/c1cccn1Cc1ccc(F)cc1,-1%
CCCCC(CC)CNC(=O)CN1C(=O)CSc2ccc(S(=O)(=O)N3CCOCC3)cc21 (stereo unspecified),1%
CC(Sc1ncn[nH]1)C(=O)Nc1ccc(Cl)cn1 (stereo unspecified),6%
N[C@@H](Cc1ccccc1)C(=O)N1CCC(C(=O)N[C@@H](Cc2c[nH]c3ccccc23)C(=O)O)CC1,-4%
CCN(CC)CCn1c(=N)n(CC(O)COc2ccccc2C)c2ccccc21 (stereo unspecified),1%
COC(=O)c1c(-c2cccs2)csc1NC(=O)c1ccc(C(C)C)cc1,-18%
COCCNC(=O)C(=O)NCC(c1cccnc1)N1CCN(c2ccccc2)CC1 (stereo unspecified),1%
Cc1noc(C)c1CCC(=O)Nc1cc(C(=O)O)ccc1Cl,-10%
C[C@@H]1CCCCO[C@H](CN(C)Cc2ccc(C(=O)O)cc2)[C@@H](C)CN([C@H](C)CO)C(=O)c2cc(N(C)C)ccc2O1,1%
O=C(COc1ccc(Cl)cc1Cl)Nc1ccc(C(=O)OC2CCCCC2)cc1,-5%

# Seven compounds from above, sorted by heavy-atom count, high to low.
SMILES,aSyn yeast rescue
CCCCCCn1c(=O)n2n(c1=O)[C@@H]1CN(S(=O)(=O)c3ccc(C)cc3)C[C@]1(O)[C@@H](OC(=O)NCc1ccco1)C2,1%
COc1ccc(N2CCN(C(=O)c3cn(C)c4ccc(S(=O)(=O)N(C)C5CCCCC5)cc4c3=O)CC2)cc1,4%
CCn1cc2nc(SCc3cccc(C(F)(F)F)c3)n(CCc3ccccc3)c(=O)c2n1,1%
CCOc1ccc(NC(=O)C/C(C)=N/NC(=O)Cc2cccs2)cc1,5%
Cc1cccc(OCC(=O)NCCNC(=O)c2ccccn2)c1,6%
COC(=O)/C=C1\SC(=Nc2ccc(Cl)c(Cl)c2)NC1=O,10%
CN(C(=S)NC(=O)C1CCCC1)c1ccccc1,-6%
